# Screening data as filed in PubChem.
# GSIS activator – primary screen for activators of insulin secretion dependent on glucose, INS-1E cells, GLuc reporter luminescence. INS-1E GLuc reporter insulin secretion, 2-3 h. activation, % at 16.6 µM. actives 0.61% (n = 370,000). AID 743287;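 active means lowest replicate activation of at least 40%, so every replicate reaches that level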;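 further: 0% = median of neutral control wells and 100% = median of IBMX positive control wells; some compounds called inactive have numbers as strong as hits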
# ARNT TACC3 PPI – ARNT/TACC3 interaction disruption; Q9Y6A5; AlphaScreen His-ARNT PAS-B/GST-TACC3 binding, luminescence; TACC3 fragment carries E629A point mutation; inhibition, % at 9.99 µM; actives 0.66% (n = 390,000);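 active means mean inhibition of replicates at least 50% and at least half of replicates each reaching 50%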;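 further: 0% = complete ARNT plus TACC3 wells and 100% = ARNT alone without TACC3; many hits fall short of the cut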
# RAD52 anneal inh – inhibitors of human RAD52 DNA annealing. P43351. recombinant RAD52 DNA annealing, FRET fluorescence. inhibition, % at 18.7 µM. actives 0.46% (n = 360,000). AID 651710;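 active means every replicate showing at least 50% inhibition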
# Target sequence (P43351 whole entry, looked up): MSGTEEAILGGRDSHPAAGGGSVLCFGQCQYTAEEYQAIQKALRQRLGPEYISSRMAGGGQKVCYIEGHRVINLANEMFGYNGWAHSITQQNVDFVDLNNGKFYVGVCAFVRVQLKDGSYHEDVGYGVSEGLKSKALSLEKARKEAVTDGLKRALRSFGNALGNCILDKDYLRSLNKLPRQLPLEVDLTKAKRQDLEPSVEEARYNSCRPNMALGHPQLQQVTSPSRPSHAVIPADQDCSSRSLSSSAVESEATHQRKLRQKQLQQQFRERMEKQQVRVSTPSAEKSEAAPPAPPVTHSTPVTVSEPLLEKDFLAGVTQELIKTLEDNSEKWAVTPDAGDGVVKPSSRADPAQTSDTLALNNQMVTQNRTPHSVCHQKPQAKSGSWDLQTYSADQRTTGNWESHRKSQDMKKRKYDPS
# CFTR F508del cor – correctors of CFTR F508del function in bronchial epithelial cells. CFBE cells, YFP halide quenching; stimulated with forskolin plus potentiator P3; % fluorescence drop versus neutral controls. activity (quench increase), % at 7.58 µM. actives 0.36% (n = 350,000). AID 720511;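 active means mean added fluorescence quench of at least 8% versus neutral control, with both replicates also reaching 8%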;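 further: cells transiently co-express mutant CFTR-F508del with the halide-sensitive YFP; corrector assay measuring rescue of mutant channel to the surface after 24 h compound exposure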
# ERAP1 inh – inhibitors of human ERAP1 aminopeptidase. recombinant ERAP1, Leu-AMC fluorescence, 60 min. inhibition, % at 10.7 µM. AID 652197. actives 0.15% (n = 340,000);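 active means mean replicate inhibition of at least 30%, or all replicates individually reaching that 30% level; inactive means mean below 30% and not every replicate reaching it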;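 further: 0% = neutral control wells and 100% = L-leucinethiol positive control wells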
# esBAF inh – blocks esBAF chromatin remodeling in mouse ES cells | actives 2% (n = 350,000) | Bmi1-luciferase knock-in reporter, 24 h; 100% = twice the neutral-well signal | AID 602393 | reporter increase, % at 12.5 µM; in the data active means activation above about 40%;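 further: 0% = median of the plate's neutral control wells and 100% = double that signal; a rise in the Bmi1 reporter signal indicates esBAF inhibition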
# Xi reactivation – reactivates the inactive X chromosome in mouse fibroblasts | AID 743238 | actives 0.055% (n = 360,000) | activation, % at 7.58 µM | XiGFP mouse fibroblasts, % GFP-positive cells imaging, 3 d; cells co-treated with 5-aza-dC sensitizer; scaled so ellipticine positive control = 100%;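 active means mean normalized replicate activation at least 10% and every replicate at or above 10%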;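 further: 0% = median of on-plate neutral control wells and 100% = ellipticine 6 µM median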
#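 System: 68-5-11 XiGFP fibroblast line; Timing: 3 days compound exposure; Compound dosing: one concentration, pinned; Benchmarks: positive control ellipticine, 6 µM final; Buffer or medium: DMEM containing 5-aza-dC.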
# RAD54 branch – blocks human RAD54 Holliday junction branch migration; Q92698; FAM/BHQ fluorescence; inhibition, % at 10.4 µM; actives 0.14% (n = 360,000); AID 602329;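 active means mean normalized replicate activity at least 40 and at least half of replicates scoring 40 or more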;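 further: 0% = median of neutral control wells and 100% = median of positive control wells; inhibitors cause a drop in the FAM fluorescence signal; in these data hits start at about 50%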
# * = called active by the depositor; . = not tested or not shown; & = joins results of further samples.
SMILES,GSIS activator,ARNT TACC3 PPI,RAD52 anneal inh,CFTR F508del cor,ERAP1 inh,esBAF inh,Xi reactivation,RAD54 branch
CC(=O)Nc1cccc(-n2nnc(SCC(=O)N(C)c3ccccc3)n2)c1,8,3,-1,0.0,2,1,0.2,1
Cc1nnc(N/N=C\c2ccc(-c3ccccc3[N+](=O)[O-])o2)n1N,-14,22,-2,.,2,.,0.1,.
CCN1C(=O)[C@@H]2[C@@H](c3ccc(-c4ccc(OC)cc4)c(OC)c3)N3CCC[C@@]3(C(=O)OC)[C@@H]2C1=O,-17,4,-24,0.1,-3,0,0.4,-14
C[C@@H]1CN([C@@H](C)CO)C(=O)Cc2cc(NC(=O)C3CC3)ccc2O[C@H]1CN(C)C(=O)Nc1ccc2c(c1)OCO2,8,-4,14,-1.4,-2,0,-0.5,-1
NC(=O)c1ccc(SCC(=O)OCC(=O)NCC2CCCCC2)c([N+](=O)[O-])c1,-7,-5,-10,-4.2,-1,0,0.0,-1
CNC(=O)C[C@H]1CC[C@@H]2[C@H](COc3ccc(NC(=O)c4ccc(C(F)(F)F)cc4)cc3C(=O)N2C)O1,-2,6,.,-0.2,.,7,0.8,-1
COCCCN(C(=O)C1CCC1)c1c(N)n(Cc2ccccc2)c(=O)[nH]c1=O,.,-9,-20,-0.4,-1,-4,-1.0,11
Cc1cccc(C(=O)Nc2cccc3c2CCCC3)c1,13,-4,-7,1.6,-1,0,-0.1,11
O=C(CCC(=O)N1CCN(c2ccccn2)CC1)c1cccs1,.,-1,6,-2.0,2,31,-0.1,6
COc1ccc2c3c(n(C)c2c1)[C@@H](CO)N(C(C)=O)CC31CN(Cc2ccc(Cl)cc2)C1,10,.,17,4.0,2,.,0.0,.
C[C@@H]1CN([C@@H](C)CO)C(=O)c2cccc(NC(=O)c3ccc(-c4nccs4)cc3)c2O[C@@H]1CN(C)S(C)(=O)=O,-4,-2,12,1.1,1,0,0.0,2
O=C(c1c[nH]c(C(=O)N2CCN(c3ccccc3F)CC2)c1)c1cccc(Cl)c1Cl,-13,0,-2,7.6,3,-2,-0.8,13
COC(=O)/C(=C\Nc1ccc(Cl)cc1Cl)NC(=O)c1ccc(OC)cc1,-19,-2,-8,7.3,.,-18,.,4
CC(=O)N1CCc2cc(S(=O)(=O)CCC(=O)NCc3ccc(Cl)cc3)ccc21,-11,-8,-14,-1.1,-4,-2,-0.1,6
CCN(CC(=O)NC1CCS(=O)(=O)C1)S(=O)(=O)c1cc([N+](=O)[O-])ccc1C (stereo unspecified),24,-1,-7,-0.7,4,-3,0.2,-4
CC(=O)Nc1ccccc1NC(=O)C/C(C)=N/NC(=O)C(=O)Nc1cccc(Cl)c1C,-8,-2,-7,-0.2,-2,.,0.0,.
COC(=O)C[C@@H]1C[C@H]2c3cc(NC(=O)NC4CCCCC4)ccc3O[C@H]2[C@H](CO)O1,19,-4,-4,-2.3,1,-11,-0.1,6
CN1CCC(=O)N([C@H](CN=[N+]=[N-])Cc2ccccc2)CC1,-8,1,-3,-0.6,0,4,0.0,-15
CC(C)CNS(=O)(=O)c1ccc(OCC(=O)NCC2CCCO2)c(Cl)c1 (stereo unspecified),8,-5,.,.,.,-8,.,6
CCOC(CNC(=O)c1ccc(CNC(=O)c2ccc(OC)c(OC)c2)cc1)OCC,8,-1,-1,-2.2,2,.,0.0,.

# By substructure: the compounds so far with a Cl atom (six)
SMILES,GSIS activator,ARNT TACC3 PPI,RAD52 anneal inh,CFTR F508del cor,ERAP1 inh,esBAF inh,Xi reactivation,RAD54 branch
COc1ccc2c3c(n(C)c2c1)[C@@H](CO)N(C(C)=O)CC31CN(Cc2ccc(Cl)cc2)C1,10,.,17,4.0,2,.,0.0,.
O=C(c1c[nH]c(C(=O)N2CCN(c3ccccc3F)CC2)c1)c1cccc(Cl)c1Cl,-13,0,-2,7.6,3,-2,-0.8,13
COC(=O)/C(=C\Nc1ccc(Cl)cc1Cl)NC(=O)c1ccc(OC)cc1,-19,-2,-8,7.3,.,-18,.,4
CC(=O)N1CCc2cc(S(=O)(=O)CCC(=O)NCc3ccc(Cl)cc3)ccc21,-11,-8,-14,-1.1,-4,-2,-0.1,6
CC(=O)Nc1ccccc1NC(=O)C/C(C)=N/NC(=O)C(=O)Nc1cccc(Cl)c1C,-8,-2,-7,-0.2,-2,.,0.0,.
CC(C)CNS(=O)(=O)c1ccc(OCC(=O)NCC2CCCO2)c(Cl)c1 (stereo unspecified),8,-5,.,.,.,-8,.,6

# Continuation:
SMILES,GSIS activator,ARNT TACC3 PPI,RAD52 anneal inh,CFTR F508del cor,ERAP1 inh,esBAF inh,Xi reactivation,RAD54 branch
COC(=O)c1ccc(N2CCOCC2)c(NC(=O)Nc2cccc(OC)c2)c1,-14,4,-9,-2.0,3,-1,-0.2,0
COc1cccc(-c2ccc([C@@H]3[C@@H](C#N)N(C(=O)c4ccccn4)[C@@H]3CO)cc2)c1,12,-27,-39,0.3,-2,-8,0.0,11
O=C(CN1CCN(c2ccccc2O)CC1)Nc1ccccc1C(=O)NCCc1ccccc1,2,.,-16,1.6,-3,26,0.4,.
Cc1cc(C)n(CCCNCC(O)c2ccccc2)n1 (stereo unspecified),.,-8&-20,-5,.,-7,5,0.0,2
O=C(O)Cn1nc(C(F)(F)F)c2c1CCCCC2,12,-5,.,.,.,7,.,-7
O=C(CC(=O)c1ccccc1)Nc1ccccn1,4,0,-6,2.3,-6,6,0.0,-3
CCCC#Cc1ccc2c(c1)O[C@@H](CN(C)C(=O)Nc1ccc(OC)cc1)[C@@H](C)CN([C@H](C)CO)S2(=O)=O,-14,-2,19,4.1,0,-1,0.5,0
Cc1cc2ncn(C3CC(=O)N(Cc4ccc(N5CCCC5=O)cc4)C3=O)c2cc1C (stereo unspecified),-34,-1,-12,-2.9,-1,-4,0.2,2
CCCCCn1c(N)c(C#N)c2nc3ccccc3nc21,-6,-4,4,-0.4,-13,-7,.,14
O=C1CCCCC1C(=O)c1ccccc1 (stereo unspecified),13,.,-8,-2.2,-1,.,0.3,.
O=C(NCc1ccccc1)C1(C(F)(F)F)C/C(=C/CCO)CCCO1 (stereo unspecified),-1,.,-3,1.0,-2,4,0.0,0
CC(C)NC(=O)Nc1ccc2c(c1)C(=O)N([C@H](C)CO)C[C@@H](C)[C@H](CN(C)C(=O)NC1CCCCC1)O2,32,-8,8,2.0,4,-9,-0.1,2
Cc1ccc(-c2nc(N)sc2C)cc1,-2,6,-8,-1.8,.,.,-0.1,.
Cc1ncoc1C(=O)NC1CC(C)(C)Cc2c1cnn2-c1ccc(F)cc1 (stereo unspecified),-14,.,-3,-0.5,-3,5,-0.1,2
C[C@H](O)C#Cc1ccc2c(c1)O[C@H](CN(C)C(=O)Nc1ccccc1)[C@@H](C)CN([C@H](C)CO)S2(=O)=O,5,.,.,5.5,.,-5,-1.0,-7
COc1cccc(N2CC(NC(=O)C(=O)c3c[nH]c4ccccc34)CC2=O)c1 (stereo unspecified),5,-5,-2,-0.3,-4,-2,0.2,-16
COCC(=O)N1CCCCN2[C@@H](CO)[C@@H](c3ccc(-c4cccc(C)c4)cc3)[C@@H]2C1,8,-8,-1,-0.3,-2,.,0.0,6
Cc1cc2cc3c(cc2nc1SCC(=O)N1CCOCC1)OCO3,6,-2,-8,-2.1,4,10,0.0,4
CCc1cccc2c1NC1(CCCC1)CC2C (stereo unspecified),-1,0,-4,-1.8,0,-7,0.1,-6
CO[C@H]1CC[C@H]2CCOc3c(C#N)cccc3C(=O)N(C)C[C@H](OC)[C@@H](C)C(=O)N(C)C[C@@H]1O2,2,-1,-8,.,-6,-4,0.7,1
O=C(COC(=O)c1cccc(S(=O)(=O)NCc2ccccc2)c1)NCC1CCCO1 (stereo unspecified),-3,-11,1,0.0,0,0,0.0,6
COCC(=O)Nc1ccc2c(c1)OC[C@H](C)NC[C@H](C)[C@H](OC)CN(C)C2=O,9,3,-2,.,2,0,0.4,3
O=c1c2ccccc2oc2cc(-c3ccc4cc[nH]c4c3)ccc12,.,-7,-18,2.8,-1,71*,-0.6,-4
COc1cccc(C(=O)NC(=S)N2c3ccccc3CC2C)c1OC (stereo unspecified),-20,10,-14,-0.1,-3,1,0.0,-10
Cc1cc(Cl)ccc1OC(C)C(=O)OCC(=O)c1ccc[nH]1 (stereo unspecified),10,-3,-1,-6.7,-9,-2,0.0,1
Clc1ccccc1-c1ncc(-c2ccccc2)o1,17,8,-3,-1.3,4,14,0.1,-8
C[C@H]1CN([C@@H](C)CO)C(=O)Cc2cc(NC(=O)NC3CCCCC3)ccc2O[C@@H]1CN(C)Cc1ccc(C(F)(F)F)cc1,-20,-6,-11,-3.3,0,2,0.0,0
COc1cccc(OC)c1C(=O)Nc1ccc(N2CCN(C(=O)c3cccs3)CC2)cc1,-21,0,2,1.8,0,.,-0.2,-4
COc1cc(CC(=O)NCCCc2ccccc2)cc(OC)c1OC,-2,-24,-7,0.7,6,-4,0.1,-4
COc1ccc(N2C(=O)CSC2c2ccc(F)cc2)cc1 (stereo unspecified),-3,-12,-8,.,0,-7,0.3,9
COc1ccc(-c2coc3cc(OC(=O)N4CCOCC4)ccc3c2=O)cc1,8,-6,-3,0.9,2,39,0.3,4
O=C(Nc1ccccc1Cl)NN1CCCCCC1,.,2,-2,.,-6,12,0.0,-12
C=CCN1C2CCCC1CC(NC(=S)Nc1ccc(Cl)cc1)C2 (stereo unspecified),-17,-5,2,-0.1,6,.,-0.2,.
Cc1cnc(CNC(=O)c2ccc3oc(C(C)C)nc3c2)[nH]1,-5,17,-23,0.7,2,-2,0.3,13
CC(=O)N1CCCCN2[C@H](C1)[C@H](c1ccc(-c3ccccc3)cc1)[C@@H]2CO,-9,5,0,1.6,-4,8,0.2,-5
O=C(CCN1C(=O)C2C3C=CC(C3)C2C1=O)NCC1CCCO1 (stereo unspecified),5,-2,.,.,.,5,.,-5
Cc1[nH]c2c(C(=O)N3CCCC(CCC(=O)NCc4ccccc4F)C3)cccc2c1C (stereo unspecified),-10,0,-23,2.7,2,21,-0.1,-5
COc1cccc(C(=O)Nc2ccc3c(c2)OC[C@@H](C)N(C(=O)C2CCCC2)C[C@@H](C)[C@H](OC)CN(C)C3=O)c1,-18,-14,4,-1.5,0,-3,0.0,-3
C/C=C/c1ccc(OCCCCNCc2ccco2)c(OC)c1,20,8,3,-0.6,-3,-5,0.2,12
CCCCN(C)C1CCN(C(=S)Nc2cccc(SC)c2)CC1,-40,3,-10,-0.9,.,.,0.0,.
CC1=C(C)C(=O)C(N2CCOCC2)=CC1=O,5,9,-20,-4.9,1,.,0.1,1
CC(Sc1ccc([N+](=O)[O-])cn1)C(=O)Nc1nccs1 (stereo unspecified),-5,6,-2,-1.5,6,1,0.0,0
CCOC(=O)N1CCC(NC(=O)c2ccc3c(c2)N(Cc2ccc(C)cc2)CCS3)CC1,-19,-16,-14,2.9,4,8,0.1,-1
COc1ccc(C=C2Cc3ccccc3C2=O)cc1,-4,.,-8,-1.8,0,.,0.6,.
Fc1cccc(Nc2nc(Cl)nc(Cl)n2)c1,14,2,3,-3.5,.,1,.,.
Cc1cc([N+](=O)[O-])nn1CC(=O)Nc1ccccn1,1,-7,8,3.1,6,.,0.1,.
CC(C)C#Cc1cnc2c(c1)C(=O)N([C@@H](C)CO)C[C@H](C)[C@@H](CN(C)C(=O)Nc1ccc(F)cc1)O2,-26,.,10,-1.9,10,-2,-0.2,-14
C[C@@H]1CN([C@@H](C)CO)C(=O)c2cc(NS(=O)(=O)c3ccc(Cl)cc3)ccc2O[C@H]1CN(C)CC1CC1,-1,-2,1,-2.0,-4,-2,0.1,-2
